MBD2 DNA inh – blocks human MBD2 binding to methylated DNA; actives 0.31% (n = 370,000); inhibition, % at 4.4 µM; TR-FRET, MBD2 binding to methylated oligonucleotide; in the data active means inhibition above about 13%
HTRA1 inhibitor – blocks human HTRA1 serine peptidase | Q92743 | recombinant HTRA1, FP-rhodamine activity-based probe, fluorescence polarization | inhibition, % at 5.96 µM | actives 0.5% (n = 340,000) | AID 504803; in the data active means inhibition above about 36%;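 further: 0% = enzyme with DMSO and 100% = wells lacking enzyme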
TCR CD3 inh – blocks the human TCR-CD3 interaction | TAMRA-labeled TCR probe fluorescence, biochemical | inhibition, % at 9.4 µM | actives 0.37% (n = 360,000) | AID 651800; in the data active means inhibition above about 19%;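 further: recombinant mutant TCR 2C K166C tagged with TAMRA read by polarization; 0% = receptor in buffer alone and 100% = receptor with positive control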
NPR2 activator – GC-B (human) receptor activation. P20594. actives 0.11% (n = 370,000). HEK293-GC-B cells, CNP EC30, cGMP TR-FRET; 0% at EC30 CNP, 100% saturating CNP. activation, % at 10 µM;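 active means activation at 10 µM reaching about 35% in either raw or pattern-adjusted values, limit read from the data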
Target sequence (P20594 whole entry, looked up): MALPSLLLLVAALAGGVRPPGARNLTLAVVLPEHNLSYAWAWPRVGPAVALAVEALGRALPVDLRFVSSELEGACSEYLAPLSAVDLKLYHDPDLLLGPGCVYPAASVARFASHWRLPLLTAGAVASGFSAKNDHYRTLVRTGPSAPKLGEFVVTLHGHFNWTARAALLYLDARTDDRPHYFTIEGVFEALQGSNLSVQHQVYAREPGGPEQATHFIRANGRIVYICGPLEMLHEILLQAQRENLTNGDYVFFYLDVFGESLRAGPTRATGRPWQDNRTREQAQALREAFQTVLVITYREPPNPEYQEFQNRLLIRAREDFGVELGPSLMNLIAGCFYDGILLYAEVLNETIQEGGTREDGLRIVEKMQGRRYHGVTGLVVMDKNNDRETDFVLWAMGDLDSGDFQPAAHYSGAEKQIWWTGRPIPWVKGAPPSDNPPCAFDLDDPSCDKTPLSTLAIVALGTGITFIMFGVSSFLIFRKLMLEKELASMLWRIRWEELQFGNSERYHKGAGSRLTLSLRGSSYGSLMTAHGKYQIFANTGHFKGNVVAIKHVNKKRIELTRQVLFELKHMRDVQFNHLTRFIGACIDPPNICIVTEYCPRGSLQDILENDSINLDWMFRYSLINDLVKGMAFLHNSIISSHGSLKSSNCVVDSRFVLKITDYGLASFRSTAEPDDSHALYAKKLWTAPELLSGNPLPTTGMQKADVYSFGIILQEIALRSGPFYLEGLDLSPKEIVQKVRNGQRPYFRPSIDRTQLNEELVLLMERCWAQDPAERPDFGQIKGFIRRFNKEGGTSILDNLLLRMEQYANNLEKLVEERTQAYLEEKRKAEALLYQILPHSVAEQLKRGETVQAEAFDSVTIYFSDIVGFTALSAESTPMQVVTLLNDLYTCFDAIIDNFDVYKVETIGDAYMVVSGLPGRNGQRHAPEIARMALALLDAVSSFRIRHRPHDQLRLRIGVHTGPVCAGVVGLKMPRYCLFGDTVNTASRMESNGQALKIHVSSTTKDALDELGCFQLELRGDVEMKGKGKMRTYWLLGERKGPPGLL
LEDGF integ inh – blocks HIV-1 LEDGF/p75-dependent DNA integration; TR-FRET IN-LEDGF/p75 DNA integration, Eu/Cy5; actives 0.64% (n = 370,000); inhibition, % at 3.7 µM;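 active means inhibition above the screen-wide mean plus 3 SD, cut at about 13% in these data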;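 further: signal is the Cy5 over europium emission ratio at 671 and 618 nm; 0% = plate median of compound wells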
TDP2 inh – TDP2 (human) inhibition, absorbance primary screen | inhibition, % at 12.8 µM | actives 0.34% (n = 370,000) | recombinant TDP2, T5PNP hydrolysis, p-nitrophenol absorbance 415 nm | O95551 | AID 720702;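 active means inhibition above the mean of all tested compounds plus 3 SD, set per campaign, cut at about 25% in these data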;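 further: 0% = DMSO with enzyme and 100% = buffer with substrate but no TDP2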
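System – recombinant human TDP2 · Quantity – TDP2 enzyme at 120 nM final · Doses – single concentration, 12.8 µM nominal, with 1% DMSO · Incubation – 2 h at 37 °C · Measured by – epi absorbance of p-nitrophenol freed from T5PNP by hydrolysis · Read-out – % inhibition relative to enzyme-containing and enzyme-free wells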
mABHD4 FP – ABHD4 (mouse) inhibition, primary FP screen. purified mABHD4, FP-Rh probe fluorescence polarization. inhibition, % at 8.92 µM. actives 0.54% (n = 370,000);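 active means inhibition exceeding the mean over every tested compound plus 3 SD, cut at about 30% in these data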;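 further: 0% = plate median of compound wells and 100% = S159A mutant with DMSO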
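Assay system: wild-type mouse ABHD4 protein; compound: single nominal dose of 8.92 µM, 0.89% DMSO final; schedule: 45 min + 60 min at 25 °C; measured by: FP readout, ex 525 nm / em 598 nm; evaluation: % inhibition of FP-Rh probe binding versus controls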
SIAE primary – inhibitors of human sialic acid acetylesterase SIAE; inhibition, % at 9.66 µM; Q9HAT2; SIAE FP-Rh probe binding, fluorescence polarization; actives 0.69% (n = 370,000);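 active means inhibition above a cutoff: mean of compounds within the control limits plus 3 SD of those, cut at about 17% in these data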;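 further: 0% = plate median of compound wells and 100% = probe without SIAE protein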
rCAG binder – r(CAG) repeat RNA binding; TO-PRO-1 dye displacement fluorescence; inhibition, % at 3 µM; actives 1.3% (n = 370,000);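 active means inhibition above the plate cutoff, the mean of all test compounds on that plate plus 3 SD, cut at about 35% in these data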;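 further: 0% = DMSO alone and 100% = 100 µM mitoxantrone as full dye displacement; higher means more dye released from RNA so lower well fluorescence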
PRMT1 FP inh – blocks human protein arginine methyltransferase 1; Q99873; recombinant PRMT1, activity-based probe fluorescence polarization; inhibition, % at 2.79 µM; actives 1.3% (n = 370,000); AID 652257;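 active means inhibition above about 21% made by adding two undisclosed values, limit read from the data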
An asterisk follows results filed as active; nt = not tested or not shown. This is a subset; the hit share may differ from the screen's.

The line under a structure holds: MBD2 DNA inh	HTRA1 inhibitor	TCR CD3 inh	NPR2 activator	LEDGF integ inh	TDP2 inh	mABHD4 FP	SIAE primary	rCAG binder	PRMT1 FP inh
COc1ccc2c(CC(=O)NNC(=O)c3ccccc3F)coc2c1
 : -2	2	6	-3	0	-6	-2	0	10	2
CCN(CC)/C(=N\S(=O)(=O)c1ccc(F)cc1)c1ccccc1
 : 0	11	0	-4	-6	-5	-4	0	-4	-2
Cc1ccc(-n2nc(C)c3c(C)c(CCC(=O)O)c(C)nc32)cc1C
 : 1	-3	6	1	4	9	-8	-5	14	-2
C=CCNC(=O)c1ccccc1S(=O)c1ccccc1C#N (stereo unspecified)
 : 1	8	8	-3	1	-9	3	0	5	1
Cc1cccc(C)c1NC(=S)N(CCCN1CCCCC1)Cc1ccco1
 : 6	0	3	-3	3	-5	-6	-1	-7	-11
Cc1cnc(C(=O)OCC(=O)Nc2cc(Cl)ccc2C#N)cn1
 : 5	-5	-3	2	-3	1	-6	-9	7	5
CC(C)C[C@H](NC(=O)OC(C)(C)C)C(=O)N1CCC(C(=O)N[C@@H](Cc2c[nH]c3ccccc23)C(=O)O)CC1
 : 6	-6	-3	3	-1	0	8	10	6	-2
CC(CN1CCOCC1)OC(=O)c1ccccc1 (stereo unspecified)
 : 1	-6	-6	1	-1	5	2	0	-3	3
O=C(O)c1ccc(N=Nc2c(-c3ccccc3)[nH]oc2=O)cc1
 : -9	-4	7	0	-1	2	-2	-3	1	1
Nc1nc2c(ncn2[C@@H]2O[C@H](CNCc3cnc(N4CCOCC4)s3)[C@@H](O)[C@H]2O)c(=O)[nH]1
 : 2	nt	-4	31	0	-5	-12	1	1	10
COc1ccc(C(CNC(=O)c2cccc(Br)c2)N2CCCC2)cc1 (stereo unspecified)
 : -3	-20	0	-16	3	-1	-1	3	-4	0
COC(=O)c1ccc(-c2noc(CN3CCCC(CNC(C)=O)C3)n2)cc1 (stereo unspecified)
 : 7	7	-2	3	-1	-13	-11	-10	-4	5
COC(=O)c1cc(-c2cc(Cl)ccc2OC)c(=O)n2c1CCC2
 : 0	nt	nt	1	1	-2	2	-5	0	0
Cc1cccc(OCc2nnc(SCC(=O)NCc3ccc4c(c3)OCO4)o2)c1
 : -1	-8	0	8	-1	-2	1	-3	9	-3
COc1ccc(OC)c(NC(=O)CCCNC(=O)c2ccc(Cl)cc2)c1
 : 3	6	5	-7	0	2	1	-1	-5	-1
COC(=O)CNS(=O)(=O)c1ccc(C)cc1
 : -1	9	-7	5	1	6	3	-1	-1	2
O=C(NCC1CCCO1)C(=O)N/N=C/c1cc(Cl)ccc1O (stereo unspecified)
 : 0	4	4	-2	-2	-1	2	-6	0	-3
CCN(CC(=O)N1CCCCCC1)S(=O)(=O)c1ccc(C)cc1
 : 0	2	-4	1	-2	-14	0	6	-5	-5
COc1ccc(CNC(=O)CN(c2ccc(C)cc2)S(=O)(=O)c2c(C)nn(C)c2C)cc1
 : -7	0	1	0	2	8	5	8	-5	-1
O=C(COc1ccccc1Br)N1CCN(c2ccccc2)CC1
 : 9	-3	2	-2	-3	5	2	-3	-4	-1
CC(NC(=O)c1cc(-c2ccncc2)nc2ccc(Cl)cc12)C1CCCO1 (stereo unspecified)
 : -2	1	6	-8	1	8	-5	-4	-4	-5
CC1CCCN(C2(O)C(=O)Nc3c(C(F)(F)F)cccc32)C1 (stereo unspecified)
 : -2	-11	2	5	5	-16	0	2	-7	-2
S=C(N/N=C/c1ccc2c(c1)OCO2)NC1CC2CCC1C2 (stereo unspecified)
 : -1	nt	3	7	4	26*	-4	16	5	-3
CC(=O)Nc1ccc(SCC(=O)N(C)CC(=O)Nc2ccccc2Cl)cc1
 : 4	4	-2	3	-2	6	5	-1	4	58*
Nc1nc2ccc([N+](=O)[O-])c(N)c2s1
 : -15	-11	2	5	0	-8	18	3	6	13
O=C(CCS(=O)(=O)c1cccc2nsnc12)N1CCN(Cc2ccc3c(c2)OCO3)CC1
 : -7	-2	6	-1	-3	-10	3	0	-1	2
Cc1sc2ncnc(N3CCC(C(=O)Nc4cc(C(F)(F)F)ccc4OCC(F)(F)F)CC3)c2c1C
 : 2	-75	-4	-8	-1	2	-20	-13	2	2
COc1ccccc1NC(=O)c1ccc(Cl)c(S(=O)(=O)N2CCOCC2)c1
 : 3	-5	-1	0	0	10	-1	-3	0	4
Cc1ccccc1C(=O)N1CCC(C(=O)Nc2ccc(C)c(S(=O)(=O)N3CCCCC3)c2)CC1
 : 2	-1	7	3	1	0	-5	-4	3	-1
CCC(C(=O)Nc1cc(C)nn1-c1nc(C)cc(C)n1)c1ccccc1 (stereo unspecified)
 : 1	-7	0	-4	6	-11	-12	-7	-1	-2

The list continues.
Structure	MBD2 DNA inh	HTRA1 inhibitor	TCR CD3 inh	NPR2 activator	LEDGF integ inh	TDP2 inh	mABHD4 FP	SIAE primary	rCAG binder	PRMT1 FP inh
Cc1ccc2cc3c(NC(=O)c4ccco4)nn(C)c3nc2c1	-8	-14	1	-4	-1	0	-2	-18	8	-1
O=C(NCc1ccccc1Cl)c1cc(C(=O)C2CC2)c[nH]1	3	-2	-5	2	-1	-15	-7	3	-6	2
O=C1CCc2cc(S(=O)(=O)Nc3cccc(F)c3)cc3c2N1CC3	-3	-1	-4	-8	2	5	18	3	2	0
COc1cccc(NS(=O)(=O)c2ccc(NC(C)=O)cc2)c1	-2	-6	2	1	-1	-4	5	0	2	-2
Oc1c(Cl)cc(Cl)cc1CNc1ccccn1	0	-14	3	-7	-1	6	-9	4	5	0
CC(C)(C)c1ccc(C(=O)OCCNC(=O)c2c(Cl)nc3ccccn23)cc1	6	-24	-6	9	6	-14	-22	-10	-2	1
COCCCNC(=O)/C(C#N)=C/c1c(N2CCN(c3cccc(Cl)c3)CC2)nc2c(C)cccn2c1=O	-5	-24	5	8	-4	-2	-4	0	5	0
CCOC(=O)N1CCN(C(c2cc3ccccc3o2)c2nnnn2C(C)(C)C)CC1 (stereo unspecified)	-2	nt	-2	3	2	-2	6	0	2	-3
COc1ccccc1NC(=O)C(=O)NCCC1CCCCN1S(=O)(=O)c1ccc(F)cc1 (stereo unspecified)	-3	-10	3	-7	1	16	-7	-2	-2	-1
Cc1occc1C(=O)Nc1cccc(S(=O)(=O)N2CCOCC2)c1	-7	-1	3	6	2	1	2	-1	6	1
Cn1ccc2c(-c3ccc(CO)cc3)cc3c(c21)C1CCC3O1 (stereo unspecified)	0	nt	10	-3	-1	5	6	3	3	-1
O=C(NCCc1c[nH]c2ccccc12)C(F)(F)F	-3	7	3	2	-1	4	2	1	1	-4
CCS(=O)(=O)NCC(c1ccco1)N1CCN(c2ccc(F)cc2)CC1 (stereo unspecified)	1	4	-2	3	1	-11	0	6	-3	-3
CCOc1ccc(C(=O)NCC(=O)OCC(=O)N(C)CC(=O)Nc2ccccc2CC)cc1OCC	2	5	-1	0	2	2	0	-3	-2	-17
Cn1c(Cn2nnc3ccccc32)nnc1SCC(=O)Nc1ccc2c(c1)OCO2	-3	9	-5	6	4	0	0	2	-4	-5
O=C(c1ccncc1)N1CCN(S(=O)(=O)c2ccc(F)cc2)CC1	0	-1	1	0	-4	4	3	-7	0	-1
Cc1ccc(OCCCC(=O)Nc2ccc(N3CCOCC3)cc2)cc1	-1	2	12	-4	-2	-3	2	-2	-9	-1
O=[N+]([O-])c1cc(Cl)ccc1Oc1ccc(-c2nnco2)cc1	-4	1	-3	-2	-2	-1	0	-2	0	-3
O=C(O)CCCc1ccc2ccc3cccc4ccc1c2c34	3	-17	0	-3	-1	-1	1	-5	47*	5
Nc1ccc(-n2nncc2-c2ccco2)cc1	-2	-2	6	-3	3	8	0	6	5	-1
CC(C)N1CCC(NC(=O)Nc2ccccc2)CC1	2	14	7	1	-1	12	-2	7	2	0
O=C1Nc2cc3c(cc2Sc2ccccc21)OCCO3	-1	1	8	-4	-3	-9	-1	-2	2	0
O=C(NCc1ccccc1CN1CCCC1)C1CCN(S(=O)(=O)c2ccc(F)c(F)c2)CC1	10	12	1	-1	-5	-11	-19	-3	-6	6
Cc1ccccc1-c1csc(C(C)(O)c2cccnc2)n1 (stereo unspecified)	0	nt	4	2	0	3	3	-3	2	-1
CN1CCC(N(C)C(=O)NC2CCCCC2)CC1	7	-1	-11	1	-6	-5	-4	-6	-2	12
COc1ccc(N2CC(C)(C)[C@H](CC(=O)Nc3ccc(Br)cc3)C2=O)cc1	5	-18	2	4	3	9	3	-1	0	1

A draw from above in order of length of the SMILES, falling.
Structure	MBD2 DNA inh	HTRA1 inhibitor	TCR CD3 inh	NPR2 activator	LEDGF integ inh	TDP2 inh	mABHD4 FP	SIAE primary	rCAG binder	PRMT1 FP inh
O=C(NCc1ccccc1CN1CCCC1)C1CCN(S(=O)(=O)c2ccc(F)c(F)c2)CC1	10	12	1	-1	-5	-11	-19	-3	-6	6
O=C1Nc2cc3c(cc2Sc2ccccc21)OCCO3	-1	1	8	-4	-3	-9	-1	-2	2	0
CN1CCC(N(C)C(=O)NC2CCCCC2)CC1	7	-1	-11	1	-6	-5	-4	-6	-2	12

Retrieved one by one from the list above, 3 records:
Structure	MBD2 DNA inh	HTRA1 inhibitor	TCR CD3 inh	NPR2 activator	LEDGF integ inh	TDP2 inh	mABHD4 FP	SIAE primary	rCAG binder	PRMT1 FP inh
CC(C)N1CCC(NC(=O)Nc2ccccc2)CC1	2	14	7	1	-1	12	-2	7	2	0
Cc1ccccc1-c1csc(C(C)(O)c2cccnc2)n1 (stereo unspecified)	0	nt	4	2	0	3	3	-3	2	-1
COc1ccc(N2CC(C)(C)[C@H](CC(=O)Nc3ccc(Br)cc3)C2=O)cc1	5	-18	2	4	3	9	3	-1	0	1
